TDP1 inh – TDP1 (human) enzyme inhibition. 0.28% of 350,000 active. recombinant TDP1, AlphaScreen DNA substrate cleavage. AID 485290. Potency, µM (top dose mostly 130 µM), inactives show at the highest dose activity change, negative = inhibition, usual class: inhibitors; further: nearly all actives have a fitted effect of over 40% in size
Target sequence (Q9NUW8 whole entry, looked up): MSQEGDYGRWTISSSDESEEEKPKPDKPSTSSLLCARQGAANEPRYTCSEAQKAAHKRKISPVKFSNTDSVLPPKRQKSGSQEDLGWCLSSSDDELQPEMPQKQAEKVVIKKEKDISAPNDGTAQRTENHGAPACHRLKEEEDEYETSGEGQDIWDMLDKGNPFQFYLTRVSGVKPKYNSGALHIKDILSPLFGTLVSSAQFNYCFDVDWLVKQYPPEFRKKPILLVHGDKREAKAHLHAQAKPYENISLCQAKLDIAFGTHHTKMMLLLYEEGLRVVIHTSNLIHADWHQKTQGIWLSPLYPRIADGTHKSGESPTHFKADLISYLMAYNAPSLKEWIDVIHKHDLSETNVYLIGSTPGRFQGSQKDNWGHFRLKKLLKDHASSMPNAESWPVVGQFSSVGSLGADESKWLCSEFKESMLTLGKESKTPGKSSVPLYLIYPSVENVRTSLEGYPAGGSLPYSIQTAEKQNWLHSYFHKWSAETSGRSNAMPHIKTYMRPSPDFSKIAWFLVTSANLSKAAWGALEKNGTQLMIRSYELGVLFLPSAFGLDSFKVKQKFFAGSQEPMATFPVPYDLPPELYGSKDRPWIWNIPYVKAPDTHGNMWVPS
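Recombinant human Tdp1 (E. coli-expressed, 1 nM final) preincubated with compounds 15 min at room temperature, then 5'-biotin/3'-phosphotyrosine-FITC DNA substrate (15 nM final) added for 5 min. AlphaScreen beads (10 ug/ml final) added 10 min; cleavage lowers signal.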
TDP1 cell CPT – DT40-hTDP1 cell growth loss with CPT. AID 686979. 12% of 420,000 active. chicken DT40 Tdp1-/-;hTDP1 cells + 20 nM CPT, ATP luminescence, 48 h. Potency, µM (doses to about 46.2 µM), inactives show at the top dose activity change, negative = growth inhibition, usual class: inhibitors; further: nearly all actives have a fitted effect of over 55% in size
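Cell growth measured by CellTiter-Glo luminescence after a minimum 48 h, 37 C compound exposure with 20 nM CPT in Tdp1-knockout DT40 cells stably expressing hTDP1, seeded 400/well; qHTS titration format.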
DT40 TDP1 no CPT – qHTS for Inhibitors of human tyrosyl-DNA phosphodiesterase 1 (TDP1): qHTS in cells in absence of CPT. 15% of 420,000 active. Potency, µM (series often up to 46.2 µM), for inactives: top-dose activity change, negative = growth inhibition, usual class: inhibitors. DT40 Tdp1-/- hTDP1 cells, no CPT, ATP luminescence, 48 h; further: nearly all actives have a fitted effect of over 55% in size
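Chicken DT40 Tdp1-/- cells stably complemented with human TDP1 were seeded at 400 cells/well with DMSO in place of 20 nM camptothecin. After compound pinning, cells grew at least 48 hr at 37 °C; viability read by CellTiter-Glo luminescence.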
* marks the source's active call; other numbers are inactive results; ? = inconclusive; nt = no result given; & = joins results of further samples; [ ] = another dose, or the depositor's remark. The call rests on the fitted dose curve; in most records, active means well fitted curve in the direction sought with a large enough effect; inconclusive means small, poorly fitted or top-dose-only effect, or another doubt; inactive means no such curve, though single readings can be large; an effect the other way counts as inactive or inconclusive. On the % scale 0 is the no-effect control and ±100 the full control effect; potency means the concentration at half of the fitted maximal effect.

SMILES | TDP1 inh | TDP1 cell CPT | DT40 TDP1 no CPT
NC(=O)[C@H]1CC2(CC(c3cccc(NC(=O)CC(c4ccccc4)c4ccccc4)c3)=NO2)CN1C(=O)c1ccccc1C(=O)c1ccccc1 (some centres undefined) | 4% | 13µM* | ?
CCCCn1c(O)c(N=NC(=O)c2ccccc2NS(=O)(=O)c2cccs2)c2ccccc21 | 3% | -19% | -22%
Cc1ccc(S(=O)(=O)NCCCCCC(N)=O)cc1 | 1% | -17% | 2%
CCn1c(SCc2cccc(C(=O)O)c2)nnc1-c1ccccc1 | -2% | -2% | -3%
CC1CCCC(NC(=O)c2ccc3c(SCC(=O)O)c4c(nc3c2)CCC4)C1C (centres undefined) | 4% | -20% | -15%
CCN1CCN(C(=O)c2ccccc2NS(=O)(=O)c2ccc(Cl)cc2)CC1 | 8% | 6% | -13%
COc1ccc(C(=O)Nc2ccccc2C(=O)N2CCOCC2)cc1Br | 1% | -1% | 2%
COc1ccc(NC(=O)c2cc(Br)ccc2Cl)c([N+](=O)[O-])c1 | 5% | 1% | -15%
CCc1ccc(CNC(=O)CCc2c(C)nn(-c3ccc(N4CCCC4)nn3)c2C)cc1 | 3% | ? | ?
CCC(C(=O)O/N=C(\N)c1ccc(C)cc1)c1ccccc1 (centres undefined) | ? | -24% | ?
Cc1nc(Cl)sc1C(=O)Nc1ccccc1 | 4% | 8% | -25%
CNC(=S)N/N=C(\C)c1ccccc1 | nt | 7.3µM* | 13µM*
Cc1ccc2[nH]c3c(=O)n(CC(=O)NCCCN(C)Cc4ccccc4)ncc3c2c1 | 2% | ? | ?
O=C(c1ccc(S(=O)(=O)NCc2ccco2)cc1)N1CCN(Cc2ccccc2F)CC1 | 1% | ? | ?
CC(C)(C)NC(=O)NC(=O)COC(=O)c1ccco1 | -1% | -5% | -16%
COC(=O)C1=CN(CCOC23CC4CC(CC(C4)C2)C3)C=C(C(=O)OC)C1c1ccsc1 | nt | ? | 12µM*
O=C(C1COc2cc(S(=O)(=O)Nc3ccc(Cl)cc3)ccc2O1)N1CCCC1 (centres undefined) | -1% | ? | ?
CCCCn1c(N)c(N(CC)C(=O)c2cccc(OCc3ccccc3)c2)c(=O)[nH]c1=O | 0% | 23% | -1%
Cc1ccc2onc(CC(=O)N3CCN(c4cccc(C)c4C)CC3)c2c1 | 3% | ? | ?
O=C(Nc1cccc2ccccc12)C1CCCC1 | nt | 13% | 11%
O=C(C1CCN(c2nnnn2-c2ccccc2)CC1)N1CCN(c2ccccc2)CC1 | 0% | -20% | ?
COc1cc(OC)cc(C2=Cc3ccccc3C(CC(C)=O)N2c2ccc(C#CCCO)cc2)c1 (centres undefined) | nt | 21µM* | ?
O=C(NCCN1C(=O)C2C3C=CC(C3)C2C1=O)Nc1ccc(Br)cc1 (centres undefined) | 5% | -1% | -7%
Cc1ccccc1Cn1cnc2nc3c(cc2c1=O)CC(C)CC3 (centres undefined) | -1% | 16µM* | 2.6µM*
CC(C)(C)NC(=O)C(c1ccncc1)N(Cc1cccs1)C(=O)Cn1nnc(-c2cccs2)n1 (centres undefined) | -3% | -19% | 2%

Part of the list above, limited to TDP1 inh and DT40 TDP1 no CPT:
molecule	TDP1 inh	DT40 TDP1 no CPT
COc1ccc(NC(=O)c2cc(Br)ccc2Cl)c([N+](=O)[O-])c1	5%	-15%
CCc1ccc(CNC(=O)CCc2c(C)nn(-c3ccc(N4CCCC4)nn3)c2C)cc1	3%	?

Further records.
SMILES | TDP1 inh | TDP1 cell CPT | DT40 TDP1 no CPT
CCN(Cc1ccccc1)S(=O)(=O)c1ccc(C(=O)N(CCCN(C)C)c2nc3cc(OC)ccc3s2)cc1 | -1%[0.505 µM] | ? | 23µM*
CCCn1c(SCc2cc(=O)[nH]c3ccccc23)nc2c1c(=O)n(C)c(=O)n2C | 2% | ? | -29%
CC(=O)Nc1cccc(-c2ccnc3c2CC(C(=O)Nc2ccc(C(C)C)cc2)O3)c1 (centres undefined) | nt | 21µM* | 12µM*
CC(=O)N(CC1CCCO1)c1nnc(-c2cnccn2)s1 (centres undefined) | 8% | -16% | -7%
O=[N+]([O-])c1ccc(N2CCOCC2)nc1 | -5% | -21% | -1%
CCn1c(SCC(=O)NNC(=O)c2ccc(C)cc2)nnc1-c1ccncc1 | nt | -26% | 21µM*
Cc1cccc(C)c1NC(=O)C(Cl)C(=O)c1ccccc1 (centres undefined) | 1% | 5.2µM* | 7.3µM*
O=C(/C=C/C(=O)Oc1ccccc1C(=O)O)Oc1ccccc1C(=O)O | 7%[56.1 µM] | -23% | 1%
Cc1cccc(C)c1-n1nnnc1SCc1nc(N)nc(N(C)C)n1 | nt | 2.3µM* | 2.1µM*
Cc1cnc(NC(=O)c2cccs2)s1 | nt | -2% | -25%
CCOC(=O)C1CCN(S(=O)(=O)c2ccccc2)CC1 | nt | 2% | -1%
O=C(CCNS(=O)(=O)c1ccccc1)OCc1ccc([N+](=O)[O-])cc1 | nt | -19% | 4%
COc1cc(-c2cc(N3C(=O)Nc4ccccc4N3O)n[nH]2)cc(OC)c1OC | 0% | 2% | 1%
CSc1ccc(CNC(=O)c2cc3cc(S(=O)(=O)N4CCCCC4)ccc3n2C)cc1 | 5% | -20% | ?
Cc1cccc(NC(=O)CSc2nnc(-c3ccc(S(=O)(=O)N4CCOCC4)cc3)n2C)c1 | 2% | ? | -19%
O=S(=O)(NCC1CCCO1)c1ccc(Cl)cc1 (centres undefined) | 0% | -1% | 4%
Cc1cccc(C(=O)N2CCc3cc(CNS(=O)(=O)c4ccc(Cl)s4)ccc32)c1 | 3% | 23µM* | 23µM*
CCN(Cc1cc2cc(C)ccc2[nH]c1=O)C(=O)c1cccc([N+](=O)[O-])c1 | 0% | -4% | -17%
CCn1nc(C)cc1-c1n[nH]c(=S)n1N | 8% | -2% | 6%
CCCCNc1ccc(/C=C2\C=Cc3ccccc32)cc1 | nt | ? | ?
COc1ccc(CNS(=O)(=O)c2cc(Br)cc3c2N(C(C)=O)C(C)C3)cc1 (centres undefined) | 13%&3% | ? | ?
CC(Sc1nncn1-c1ccccc1)C(=O)Nc1cccc([N+](=O)[O-])c1 (centres undefined) | -3% | ? | ?
O=C(COc1ccc(Br)cc1Br)NC(=O)NC1CCCC1 | 2% | 0% | 4%
CC(C)(O)C#Cc1ccc(C(=O)N2CCN(c3ccc(F)cc3)CC2)cc1 | 5% | 8% | -16%
CC1(C(=O)N(CC(=O)NC2CCCC2)Cc2ccccc2)CC(=O)N=C2C=CC=CN21 (centres undefined) | 4% | ? | -8%
Additional entries:
SMILES | TDP1 inh | TDP1 cell CPT | DT40 TDP1 no CPT
CC(C)CN(CC(C)C)C(=O)C1CCCN(S(=O)(=O)c2ccc3c(c2)oc(=O)n3C)C1 (centres undefined) | 6% | -13% | -19%
C=CCOC(=O)N1CCC2CC1c1c(-c3ccc(C(F)(F)F)cc3)cccc12 (centres undefined) | nt | 23µM* | ?
CCn1c(CN2CCN(c3cccc(Cl)c3)CC2)nc2c1c(=O)[nH]c(=O)n2C | 6% | ? | 18µM*
CN(C)C(=O)COc1ccc2cc(-c3ccccc3)c(=O)oc2c1 | 3% | -13% | -6%
CCOC(=O)N1CCN(C(=O)CSc2nnc(-c3cc(OC)cc(OC)c3)o2)CC1 | -1% | -7% | ?
O=c1[nH]c2ccc(NC(=S)Nc3ccc(Cl)cc3Cl)cc2[nH]1 | -7% | -30% | -11%
O=C1CC(c2ccc(F)cc2)CC(O)=C1C=NCCN1CCN(C(=O)Nc2ccccc2)CC1 (centres undefined) | 0% | -1% | -24%
Cc1ccsc1C(=O)N1CCCC(N2CCN(c3cccc(Cl)c3)CC2)C1 (centres undefined) | 4% | ? | ?
Cc1oc2c(CN3CCCC3)c(O)ccc2c(=O)c1Oc1ccccc1Br | 6% | -3% | 13%
NC(=O)NCc1cccs1 | -6% | 8% | -7%
O=C(CSc1ccc2ccccc2n1)N/N=C/c1ccccc1O | nt | 5.2µM* | 5.8µM*
N/C(=N\OC(=O)CC1CCCCC1)c1ccc(Cl)cc1 | -9% | -2% | 9%
CCN(CC)CCNC(=O)C(=O)Nc1cc2c3c(c1)CC(=O)N3CCC2 | 2% | -4% | 24%
CN(CC(=O)Nc1cccc(F)c1)C(=O)CCc1nc2sc3c(c2c(=O)[nH]1)CCCC3 | -14% | ? | ?
CCc1ccc(CN2CCc3nc(N4CCN(c5ccccc5F)CC4)ncc3C2)cc1 | 6% | ? | 18µM*
CCC(C)(C)NC(=O)c1cc(OC)c(OC)cc1[N+](=O)[O-] | 3% | -6% | -11%
Cc1nn(C)c(C)c1N1C(=O)c2cccc3c(Br)ccc(c23)C1=O | 5% | 18µM* | 21µM*
Cc1cnc(C(=O)OCC(=O)Nc2cccc3ccccc23)cn1 | 1% | -6% | 0%
COc1ccc(-n2cc(CN(C)CCO)c(-c3cccc(F)c3)n2)cc1 | -6% | -26% | ?
CCCCN1C(=O)NC(NS(=O)(=O)c2ccc(N)cc2)(C(F)(F)F)C1=O (centres undefined) | -1% | 10% | 0%
COc1cc(OC)c(NC(=O)C2CCN(S(=O)(=O)c3ccc4c(c3)oc(=O)n4C)CC2)cc1Cl | -1% | -6% | 0%
CN1/C(=C/C=N/n2cnnc2)C(C)(C)c2ccccc21 | -5% | 18µM* | 23µM*
O=C(NCc1ccc(Cl)c(Cl)c1)c1cc(C2CCCCN2C(=O)c2cccs2)on1 (centres undefined) | nt | 15µM* | 21µM*
CN(C(=O)c1cccc(NC(=O)Cc2ccc(NC(=O)C3CCN(C(=O)c4ccccc4)CC3)cc2)c1)C1CCCC1 | nt | ? | ?
COc1ccc(NC(=O)CN2C(=O)/C(=C3\SC(=S)N(C4CCS(=O)(=O)C4)C3=O)c3ccccc32)cc1 (centres undefined) | 0% | 9.2µM* | 18µM*

Already shown: entries from further up.
SMILES | TDP1 inh | TDP1 cell CPT | DT40 TDP1 no CPT
O=C1CC(c2ccc(F)cc2)CC(O)=C1C=NCCN1CCN(C(=O)Nc2ccccc2)CC1 (centres undefined) | 0% | -1% | -24%
Cc1ccsc1C(=O)N1CCCC(N2CCN(c3cccc(Cl)c3)CC2)C1 (centres undefined) | 4% | ? | ?
Cc1oc2c(CN3CCCC3)c(O)ccc2c(=O)c1Oc1ccccc1Br | 6% | -3% | 13%
NC(=O)NCc1cccs1 | -6% | 8% | -7%
O=C(CSc1ccc2ccccc2n1)N/N=C/c1ccccc1O | nt | 5.2µM* | 5.8µM*
N/C(=N\OC(=O)CC1CCCCC1)c1ccc(Cl)cc1 | -9% | -2% | 9%
CCN(CC)CCNC(=O)C(=O)Nc1cc2c3c(c1)CC(=O)N3CCC2 | 2% | -4% | 24%
CN(CC(=O)Nc1cccc(F)c1)C(=O)CCc1nc2sc3c(c2c(=O)[nH]1)CCCC3 | -14% | ? | ?
CCc1ccc(CN2CCc3nc(N4CCN(c5ccccc5F)CC4)ncc3C2)cc1 | 6% | ? | 18µM*
CCC(C)(C)NC(=O)c1cc(OC)c(OC)cc1[N+](=O)[O-] | 3% | -6% | -11%
Cc1nn(C)c(C)c1N1C(=O)c2cccc3c(Br)ccc(c23)C1=O | 5% | 18µM* | 21µM*
Cc1cnc(C(=O)OCC(=O)Nc2cccc3ccccc23)cn1 | 1% | -6% | 0%
COc1ccc(-n2cc(CN(C)CCO)c(-c3cccc(F)c3)n2)cc1 | -6% | -26% | ?
CCCCN1C(=O)NC(NS(=O)(=O)c2ccc(N)cc2)(C(F)(F)F)C1=O (centres undefined) | -1% | 10% | 0%
COc1cc(OC)c(NC(=O)C2CCN(S(=O)(=O)c3ccc4c(c3)oc(=O)n4C)CC2)cc1Cl | -1% | -6% | 0%

Additional entries follow.
SMILES | TDP1 inh | TDP1 cell CPT | DT40 TDP1 no CPT
Cc1ccc2oc(=O)n(CCOc3ccccc3C)c2c1 | 5% | -27% | -4%
Cc1cccc(N2CCN(C(=O)c3oc4ccc(Br)cc4c3C)CC2)c1C | 0% | ? | ?
Cc1nn(-c2ccccc2)c2nc(N)c(C#N)c(-c3ccc(C(C)(C)C)cc3)c12 | -1% | ? | ?
Cn1cccc1C(=O)N1CCC2(CCCN(c3ccccn3)C2)CC1 | nt | -10% | ?
Cc1nn(-c2ccc(Cl)c(Cl)c2)c(=O)c2ccccc12 | 0% | -28% | -24%
CC(=O)c1ccc(N2CCN(C(=O)CNS(=O)(=O)c3ccc4c(c3)OCCCO4)CC2)c(F)c1 | 11%[0.505 µM] | ? | ?
Cc1ccc(CCSc2ccc(C(C)C)cc2)cn1 | 0% | ? | 26µM*
O=C(O)[C@@H]1CSC2c3ccccc3C(=O)N21 (some centres undefined) | nt | 2% | 20%
CCN1CCN(C(=O)c2cnn(-c3cccc(C)c3)c2C2CCN(C(=O)OC(C)(C)C)CC2)CC1 | 2% | 21µM* | ?
Nc1cc(N)c2c(c1)C(=O)c1ccccc1-2 | nt | -12% | ?
S=C(Nc1ccccc1)c1nc2ccccc2s1 | 3% | ? | ?

An unsorted share of the library, and some 18% of all compounds hit somewhere here.
